# FN deposit inh: fibronectin deposition inhibition | AH1F fibroblasts, Alexa488-fibronectin deposition fluorescence, overnight | AID 743247 | hit rate 0.086% among 350,000 | inhibition, % at 12.6 µM;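 active = mean inhibition across replicates of 30% or more, regardless of how many single replicates reach that level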;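 also: positive control wells lacked labelled fibronectin entirely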
#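 test system = AH1F fibroblasts assembling fluorescent fibronectin matrix | quantity = 10000 AH1F cells per well | buffer or medium = DMEM plus 2% serum, read in PBS | doses = single dose, pinned | incubation = 1 h cell attachment, overnight exposure to compound and label | detection = fluorescence at 485 nm excitation, 525 nm emission | read-out basis = inhibition from reduced deposited-fibronectin fluorescence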
# LGR2 antag: Drosophila LGR2 receptor signaling inhibition; HEK293 LGR2, CRE-luciferase, bursicon-stimulated, 4 h; inhibition, % at 9.99 µM; hit rate 0.35% among 380,000; AID 720647;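 active = drop in luminescence signal, shown as inhibition above about 50% in the replicate tests, limit read from the data, passing the limit was not always enough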;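 also: agonist challenge used bursicon conditioned medium at about half maximal strength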
# PGC1a acetyl inh: lowers PGC1a acetylation signal in U2OS cells; AlphaScreen anti-acetyl-lysine; with virally co-expressed GCN5 acetyltransferase; inhibition, % at 15.6 µM; hit rate 0.17% among 350,000;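 active = every replicate shows inhibition of at least 40%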;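 also: 0% = neutral control wells and 100% = positive control wells; some results beyond the cut were filed as inactive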
# miR122 inh: blocks miR-122 activity in Huh7 sensor cells. Huh7 miR-122 Renilla luciferase sensor, 48 h; neutral wells = 0, positive control = 100. activation (reporter increase), % at 12.5 µM. hit rate 0.3% among 340,000. AID 602342;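 active = mean replicate activation score at least 90 and every replicate individually at or above 90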;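 also: higher luciferase means less miR-122 activity so hits act as miR-122 inhibitors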
# CASP6 VEID inh: caspase-6 (human) enzyme inhibition | purified caspase-6, Z-VEID-R110 cleavage fluorescence | P55212 | hit rate 0.53% among 350,000 | inhibition, % at 12.5 µM;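 active = mean inhibition across replicates at least about 35%, with every replicate also reaching that limit, limit read from the data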;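 also: 0% = median of neutral control wells and 100% = no fluorescence left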
# Target sequence (P55212 24-179 limits assumed): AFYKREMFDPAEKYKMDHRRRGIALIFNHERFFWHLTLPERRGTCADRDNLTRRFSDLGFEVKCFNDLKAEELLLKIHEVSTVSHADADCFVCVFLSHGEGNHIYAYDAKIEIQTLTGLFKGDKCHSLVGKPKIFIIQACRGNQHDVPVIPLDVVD
# Target sequence (P55212 194-293 limits assumed): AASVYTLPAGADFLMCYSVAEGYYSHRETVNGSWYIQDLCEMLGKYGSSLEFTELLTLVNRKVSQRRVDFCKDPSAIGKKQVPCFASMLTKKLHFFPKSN
# EWS-Fli inh: inhibitors of EWS/Fli oncoprotein transcriptional activity; inhibition, % at 12.6 µM; A673 NR0B1-luciferase reporter, viability-normalised; hit rate 0.67% among 350,000; AID 651661;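 active = mean inhibition of at least 50% after viability correction, with every replicate also passing that limit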;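 also: firefly luciferase signal divided by Alamar Blue viability fluorescence both relative to DMSO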
# Cneo AK release: Cryptococcus neoformans lysis via adenylate kinase release. hit rate 0.2% among 360,000. C. neoformans lysis, adenylate kinase release luminescence, 4 h; normalised: neutral wells 0, clomiphene wells 100. lysis activity, % at 15 µM. AID 651654;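 active = mean lysis activity across replicates of at least 80%, whatever share of replicates individually reach that level; inactive = mean lysis activity below 80%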
#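 Test system: log-phase Cryptococcus neoformans yeast cells. Input: 5 × 10^6 yeast cells/mL. Medium: fresh YPD growth medium. Doses: single dose. Incubation: static 4 h at 37 °C with compound, 1 h detection. Measured by: luminescent adenylate kinase detection reagent. Read-out: signal increase indicating cell lysis. Benchmarks: Clomiphene.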
# PAX8 inh HTS: inhibitors of PAX8 transcriptional activity in RMG-I cells; inhibition, % at 12.6 µM; AID 652154; hit rate 1.2% among 360,000; RMG-I TPO-luciferase reporter, SteadyGlo, 24 h;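 active = mean replicate inhibition at least 60% with every replicate also reaching 60%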;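 also: luciferase light reporting Pax8 driven TPO promoter activity; plate controls were median of neutral control wells for no effect and mitoxantrone controls for full effect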
# Numbers without * were called inactive; x = not tested or not shown; [ ] = another dose, or the depositor's remark. Random draw from the library; about 2.5% have a hit in one of these screens.
1) CCC(=O)N1C[C@H](C)[C@H](OC)CN(C)C(=O)c2ccc(NC(=O)C3CC3)cc2OC[C@H]1C
2) CCOc1ccc(CCNC(=O)COC(=O)c2cccs2)cc1OCC
3) Cc1cccc(-n2cnc(C(=O)O)c2)n1
4) CCC1(c2ccc(Cl)cc2)NC(=O)N(CC(=O)NC2(C#N)CCCCC2)C1=O (configuration not stated)
5) O=C(NC1CCN(S(=O)(=O)c2ccc(Cl)cc2)CC1)C1CCCCC1
6) CC1=C(C(=O)Nc2ccc(C(=O)N3CCN(c4ccccc4F)CC3)cc2)SCCO1
7) Cc1noc(C)c1S(=O)(=O)Nc1cccc2c1O[C@@H](CN(C)Cc1ccc(Cl)c(Cl)c1)[C@@H](C)CN([C@@H](C)CO)C2=O
8) Cc1cnc([N+](=O)[O-])n1CCOC(=O)NC(=O)c1cccc(F)c1
Screen / compound no.	1	2	3	4	5	6	7	8
FN deposit inh	-11	x	-1	-3	1	-4	x	-4
LGR2 antag	-8	11	-2	2	5	1	-2	-5
PGC1a acetyl inh	-4	-6	-4	6	18	0	-20	-15
miR122 inh	x	-1	-3	-8	0	0	-1[16.7 µM]	x
CASP6 VEID inh	0	-1	-1	-2	0	-2	4	5
EWS-Fli inh	-3	x	-8	9	-1	x	2	3
Cneo AK release	-8	-3	0	-1	0	-1	-1	x
PAX8 inh HTS	-2	2	13	3	8	10	x	-13

9) O=[N+]([O-])c1ccc(N2CCN(Cc3ccc([N+](=O)[O-])o3)CC2)cc1
10) C/C=C/c1ccc([C@@H]2[C@@H](CNC(=O)CC)N(C(=O)COC)[C@H]2CO)cc1
11) CCOC(=O)C(=O)Nc1ccc(OCc2ccccc2)cc1
12) COc1ccc(N(C(=O)c2csnn2)C(C(=O)NC2CCCC2)c2ccccc2)cc1 (configuration not stated)
13) CCOc1ccc(C(=O)NNC(=O)c2cc(S(=O)(=O)N3CCOCC3)ccc2Cl)cc1
14) Cc1cc(NC(=O)c2cncc(Br)c2)ccc1NC(=O)c1cc2ccccc2o1
15) O=S(=O)(NC[C@@H]1[C@H](c2ccccc2)[C@H](CO)N1CC1CC1)c1ccccc1
16) CC1C(c2ccccc2)OCCN1C(=S)NC(=O)c1ccccc1 (configuration not stated)
Screen / compound no.	9	10	11	12	13	14	15	16
FN deposit inh	2	0	-6	5	-5	x	-1	x
LGR2 antag	10	-23	-15	2	-13	7	-9	17
PGC1a acetyl inh	-11	12	2	x	-2	0	-6	x
miR122 inh	-3	-7[16.7 µM]	-4	x	5	-3	21[16.7 µM]	x
CASP6 VEID inh	3	1	4	2	0	1	0	0
EWS-Fli inh	-14	2	15	6	-13	x	-1	1
Cneo AK release	4	7	-17	7	0	0	-1	x
PAX8 inh HTS	14	-26	-18	-15	-4	-1	11	15

17) c1csc(C2C3=C(Nc4ncnn42)c2ccccc2OC3)c1 (configuration not stated)
18) COc1cccc(-n2c(SCC(=O)NCc3ccco3)nnc2-c2c[nH]c3ccccc23)c1
19) Cc1nnc(NC(=O)C2CC(=O)N(C(C)c3ccccc3)C2)s1 (configuration not stated)
20) COc1ccc(N2C(=O)CSC23C(=O)N2CCCc4cccc3c42)cc1 (configuration not stated)
21) C[C@H]1CN([C@@H](C)CO)C(=O)CCCn2nncc2CO[C@H]1CN(C)CC1CCCCC1
22) CC1=C(C)CC(C(=O)N2CCN(Cc3ccccc3)CC2)C(C(=O)O)C1 (configuration not stated)
23) Cc1ccc(S(=O)(=O)/N=C(/Nc2ccc(F)cc2F)c2ccc(F)cc2)cc1
24) CCOC(=O)c1sc(NC(=O)CSc2nc3ccccc3o2)c(C(=O)OCC)c1C
Screen / compound no.	17	18	19	20	21	22	23	24
FN deposit inh	1	14	0	10	1	0	0	x
LGR2 antag	x	-5	8	x	8	x	-5	5
PGC1a acetyl inh	x	-8	x	-5	2	-3	2	x
miR122 inh	2	-1	x	-4	5[16.7 µM]	-5	-1	0
CASP6 VEID inh	x	1	7	x	2	x	-3	x
EWS-Fli inh	x	-3	x	x	-10	x	x	-5
Cneo AK release	-7	-1	3	1	10	11	-3	1
PAX8 inh HTS	27	3	-5	6	x	-11	-2	-14

25) Cc1ccc(Nc2ncccc2C(N)=O)cc1[N+](=O)[O-]
26) COc1ccc(-c2csc(N(CCCN(C)C)C(=O)c3cc(OC)c(OC)c(OC)c3)n2)cc1
27) COc1ccc(CN(C)C[C@H]2OCCCC[C@@H](C)Oc3ccc(NC(=O)CCCCCC(=O)Nc4ccccc4N)cc3C(=O)N([C@H](C)CO)C[C@@H]2C)cc1
28) COc1ccc(-c2cc(C(F)F)n3ncc(C(=O)N4CCc5ccccc54)c3n2)cc1
29) Cc1ccc(S(=O)(=O)NNC(=O)CCC(=O)Nc2ccc(C)cc2C)cc1
30) CCC(=O)NCCCc1nc(-c2ccccc2)no1
31) Cc1ccc(CN(C(=O)c2cccs2)C2CCS(=O)(=O)C2)cc1 (configuration not stated)
32) COCC(=O)Nc1ccc2c(c1)C(=O)N(C)[C@@H]1CC[C@H](CC(=O)NCC3CCCCC3)O[C@H]1CO2
Screen / compound no.	25	26	27	28	29	30	31	32
FN deposit inh	-3	-3	x	30	7	-9	8	-15
LGR2 antag	-96	17	-30	-13	10	4	3	3
PGC1a acetyl inh	x	21	1	6	5	-6	x	-2
miR122 inh	x	5	x	33	-4	-2	x	10[16.7 µM]
CASP6 VEID inh	-2	-15	1	10	x	1	0	2
EWS-Fli inh	-49	0	15	57*	x	-1	x	-5
Cneo AK release	x	1	x	1	-1	1	-1	1
PAX8 inh HTS	-202	-11	-5	-16	0	-1	8	-6

33) O=C(N/N=C/c1ccc(C(=O)O)cc1)C1=NNC(c2ccccc2)(c2ccccc2)C1
34) Cc1c(C(=O)N(Cc2ccccc2)C(C)C)cnn1-c1ccccc1
35) Nc1ccc(Nc2nc3ccccc3[nH]2)cc1
36) CCN(C(=O)CSc1ncccn1)C1CCS(=O)(=O)C1 (configuration not stated)
37) CSc1nc2ccc(NS(=O)(=O)c3ccc(Cl)s3)cc2s1
38) Cc1noc(C)c1NC(=O)Nc1ccc2c(c1)CC(=O)N([C@@H](C)CO)C[C@H](C)[C@@H](CN(C)CC1CCCCC1)O2
39) COCCN(CC(=O)Nc1cccc(C)c1C)C(=O)c1cc2ccccc2cc1OC
40) O=C(C[C@H]1CC[C@H](NC(=O)CCN2CCCCC2)[C@H](CO)O1)Nc1ccccc1
Screen / compound no.	33	34	35	36	37	38	39	40
FN deposit inh	-3	-4	2	-1	10	x	2	x
LGR2 antag	25	-14	-4	-11	x	1	7	18
PGC1a acetyl inh	x	x	8	0	6	4	-11	17
miR122 inh	x	1	0	2	x	0[16.7 µM]	9	x
CASP6 VEID inh	15	1	-1	0	x	2	-2	-1
EWS-Fli inh	-19	7	6	3	x	2	-13	-19
Cneo AK release	x	0	1	3	-1	4	0	x
PAX8 inh HTS	7	-14	29	-2	-22	x	4	-1

41) CN(C)c1nc(N(C)C)nc(N2CC(=O)N(c3ccccc3)C2=N)n1
42) C=C(C)COc1ccc(-c2ncncc2-c2ccccc2)c(O)c1
43) CCCCNC(=O)Nc1cc(C(=O)OC)ccc1Cl
44) COC(=O)c1c(C)[nH]c(C(=O)OCc2csc(CC(=O)Nc3ccccc3C)n2)c1C
45) Cc1onc(-c2ccccc2)c1C(=O)NCC1CCN(C(=O)C(=O)c2cccs2)CC1
46) C=CCn1c(SCc2ccc(Cl)c(Cl)c2)nnc1C(CO)NC(=O)c1ccc(OC)cc1 (configuration not stated)
47) C[C@@H]1ON(C)[C@H]2C[C@H]3c4cc(Br)ccc4CCN3C[C@@H]12
48) Cc1ccc(NC(=O)C2CCCN(S(=O)(=O)c3cnc[nH]3)C2)c(Br)c1 (configuration not stated)
Screen / compound no.	41	42	43	44	45	46	47	48
FN deposit inh	4	1	-11	1	-9	3	3	1
LGR2 antag	6	0	x	-4	-1	13	1	5
PGC1a acetyl inh	6	x	-16	23	x	x	x	9
miR122 inh	x	x	-5	-3	x	x	x	1
CASP6 VEID inh	-1	-2	x	-6	-1	-2	-7	1
EWS-Fli inh	0	1	x	-6	-5	9	-8	-2
Cneo AK release	x	-3	0	1	x	x	x	0
PAX8 inh HTS	10	3	-7	-6	-13	37	1	-12

49) CCCNC(=O)[C@@H]1c2ccccc2C(=O)N(Cc2ccccc2OC)[C@H]1c1ccc(CO)cc1
50) Cc1ccc(SCCC(=O)N/N=C/c2ccncc2)cc1
51) CC(C)CC(NC(N)=O)C(=O)NCCc1ccc(Cl)cc1 (configuration not stated)
52) CCOc1cccc2cc(C(=O)NCc3ccccc3Cl)c(=O)oc12
53) CS(=O)(=O)Nc1nc2n(n1)C(c1ccccc1)CC(c1ccccc1)N2 (configuration not stated)
54) C[C@@H]1CN([C@@H](C)CO)C(=O)c2cc(NS(C)(=O)=O)ccc2O[C@@H](C)CCCCO[C@H]1CN(C)S(=O)(=O)c1cccs1
55) CCOc1ccc(N(C(C)=O)C2C=CS(=O)(=O)C2)cc1 (configuration not stated)
56) COC(=O)C[C@@H]1CC[C@H]2[C@@H](COC[C@@H](O)CN2C(=O)Nc2ccccc2OC)O1
Screen / compound no.	49	50	51	52	53	54	55	56
FN deposit inh	x	-1	-2	0	-8	x	9	-6
LGR2 antag	x	-7	-22	-7	11	-30	1	-3
PGC1a acetyl inh	11	1	x	-1	3	-4	-4	6
miR122 inh	x	4	x	-4	-14	5[16.7 µM]	4	3[16.7 µM]
CASP6 VEID inh	0	4	1	-8	0	1	-1	-5
EWS-Fli inh	1	5	0	-57	7	-5	-8	3
Cneo AK release	-2	x	x	1	1	1	1	6
PAX8 inh HTS	-19	-8	0	-11	-5	1	0	-3

# Full records, looked up by structure. Screens in order: FN deposit inh, LGR2 antag, PGC1a acetyl inh, miR122 inh, CASP6 VEID inh, EWS-Fli inh, Cneo AK release, PAX8 inh HTS
# CSc1nc2ccc(NS(=O)(=O)c3ccc(Cl)s3)cc2s1 as listed: 10, x, 6, x, x, x, -1, -22
# c1csc(C2C3=C(Nc4ncnn42)c2ccccc2OC3)c1 (configuration not stated) as listed: 1, x, x, 2, x, x, -7, 27
# COCC(=O)Nc1ccc2c(c1)C(=O)N(C)[C@@H]1CC[C@H](CC(=O)NCC3CCCCC3)O[C@H]1CO2 as listed: -15, 3, -2, 10[16.7 µM], 2, -5, 1, -6
# Cc1ccc(S(=O)(=O)NNC(=O)CCC(=O)Nc2ccc(C)cc2C)cc1 as listed: 7, 10, 5, -4, x, x, -1, 0

# Continuation.
57) O=C(NC1=NCCS1)c1ccccc1OCc1ccc(F)cc1
58) COc1ccccc1CNC(=O)C[C@H]1C[C@@H]2c3cc(NS(=O)(=O)c4ccc(F)cc4)ccc3O[C@@H]2[C@H](CO)O1
59) COc1ccc(-c2cc(C(=O)Nc3c(C)n(C)n(-c4ccccc4)c3=O)c3ccccc3n2)cc1
60) COc1cccc(CC(=O)OCC(=O)NCC(=O)Nc2cccc(C)c2C)c1
61) C[C@H](CO)N1C[C@H](C)[C@H](CN(C)C)Oc2ccc(NC(=O)C3CCCCC3)cc2CC1=O
Screen / compound no.	57	58	59	60	61
FN deposit inh	4	x	-4	-2	x
LGR2 antag	-3	3	7	2	11
PGC1a acetyl inh	-7	-4	13	x	-2
miR122 inh	1	1[16.7 µM]	3	x	-1[16.7 µM]
CASP6 VEID inh	-1	2	1	-6	0
EWS-Fli inh	5	-2	-22	-1	1
Cneo AK release	x	-24	0	x	-1
PAX8 inh HTS	19	-6	16	-5	-41

# Screens from PubChem.
